# From PubChem
# MT stabilize HCS: stabilizes microtubules in HeLa cells | % tubulin-high responders, % at 10 µM | HeLa tubulin immunostaining HCS, 24 h; share of cells brighter than vehicle mean+2SD | 0.83% of 200,000 active;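 active = plate Z-score above 3 for both tubulin-high and condensed-nucleus cell shares, with cell loss under 80%, at 10 µM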;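 note: anti alpha tubulin signal scored within the nucleus-defined area of each cell; some results filed as inactive read as strong as hits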
# AID2073: inhibitors of Mint1-CaV2.2 protein interaction, biochemical, HTRF (AID 2073); HTRF protein-protein interaction, Mint1-CaV2.2; higher % means a stronger effect; inhibition, % at 20 µM; hits with a dose series show IC50 in µM; 0.19% of 290,000 active; in the data active = inhibition mostly above about 51%, no sharp cut-off; note: some results filed as inactive read as strong as hits
# b-catenin transl: beta-catenin nuclear translocation modulation | HeLa beta-catenin nuclear translocation, immunofluorescence imaging | nuclear translocation activity, % at 5 µM | 0.3% of 190,000 active | AID 1665;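 active = nuclear translocation activity above 50% at 5 µM, with a well cell count of 50 or more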;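 note: per-cell ratio of nuclear to cytoplasmic median beta-catenin stain intensity; plate controls were DMSO negative control for no effect and GSK-3 inhibitor IX positive control for full effect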
#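 Test system: HeLa cells, endogenous beta-catenin; Compound: single 5 µM dose plus 0.02–20 µM confirmation series; Times: compound exposure 24 h at 37°C; Signal: fluorescence imaging of beta-catenin antibody stain plus DAPI; Read-out: % activation, nuclear-to-cytoplasmic median beta-catenin signal ratio per cell.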
# HIV fusion peptide: inhibitors of HIV fusion peptide binding, primary screen, biochemical, uHTS, fluorescence dequenching (AID 1986); cell-free peptide binding, fluorescence dequenching, 30 min; higher % means a stronger effect; one-dose inhibition, % at 20 µM; IC50 in µM for titrated hits; 0.3% of 290,000 active; in the data active = inhibition mostly above about 52%, no sharp cut-off; inactive = mostly below about 76%; note: some results filed as inactive read as strong as hits
# WT yeast gro inh: growth inhibition of WT yeast, mitochondrial fusion screen. AID 1362. inhibition, % at 10 µM. mitochondrial fusion phenotypic screen, WT strain. 2.1% of 190,000 active; in the data active = inhibition above about 58%; tested in S. cerevisiae
# Autophagy HCS: autophagy modulation, high-content screen; AID 463193; calls only at 10 µM (by protocol); MEF GFP-LC3 puncta imaging; test concentration mostly 10 µM; 0.98% of 190,000 active;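 active = percentage of spot-positive cells more than 3 SD above its plate mean, without a fluorescence outlier flag or 80% toxicity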;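 note: spot-positive cell cutoff set from DMSO-treated cells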
# Dynein transport: blocks dynein driven cargo transport along microtubules | 3617.4 mouse cells, GR-EGFP nuclear translocation imaging; test concentration mostly 20 µM; stimulated with dexamethasone, 1 µM; active compounds read low | z-score, hits read low | 0.47% of 220,000 active | AID 1381;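 active = plate z-score of nuclear minus cytoplasmic receptor signal below a set negative limit, without overly bright fluorescence or cell loss, cut at about -3.5 in these data, passing the limit was not always enough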;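 note: z-score of nuclear minus cytoplasmic ring GR-EGFP intensity difference per well; some compounds called inactive have numbers as strong as hits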
#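 medium = tetracycline-free induction medium containing charcoal-stripped FBS | probe or stimulus = dexamethasone, 1.0 µM final | timing = 48 h induction, then 1 h compound, then 30 min agonist, 37 °C | detection = automated 10x imaging of fixed Hoechst-stained cells | read-out basis = nuclear versus cytoplasmic GR-EGFP signal, averaged per well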
# Insulin prom up: MIN6 insulin promoter up-regulation. 0.3% of 190,000 active. MIN6 insulin promoter-GFP reporter, high-content imaging; active compounds read high. z-score at 5 µM;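 active = z-score above 3 at 5 µM with at least 500 cells counted in the well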
# Yfh1-off respiration: enhancers of respiration in Yfh1-depleted yeast, dose response, Friedreich's ataxia, plus single-dose screen (AID 1465). S. cerevisiae Yfh1-off respiration, WST-1 reduction, 72 h; higher fold induction means a stronger effect. fold induction at 50 µM, or EC50 in µM where a hit was titrated. 0.074% of 220,000 active;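 active = fold induction of absorbance versus untreated yeast above a set limit, then at least 30% activation at any dose in follow-up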;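 note: activators that raise dye reduction in frataxin-depleted yeast; strong numbers were not always called active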
# WT yeast gro inh mutant strain: also measured in WT yeast gro inh; calls as there; inhibition, %; mitochondrial fusion phenotypic screen, mutant strain inhibition
# Dynein transport cytoplasmic EGFP: further read-out of Dynein transport, marked with its call; z-score; measured here: cytoplasmic GR-EGFP intensity; active compounds read high
# Dynein transport nuclear GR-EGFP: also measured in Dynein transport; calls as there; z-score; measured here: nuclear GR-EGFP intensity;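 lower value marks the stronger effect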
# Dynein transport cell count: also measured in Dynein transport; calls as there; z-score; measured here: cell count per field
# Insulin prom up cell count: second read-out of Insulin prom up, no call of its own (marks repeat the call); cell count; measured here: cytotoxicity, nuclei count;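 total cells summed across four imaged fields per well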
# b-catenin transl cell count 5 µM: also measured in b-catenin transl; calls as there; cell count; measured here: cell count, cytotoxicity flag
# MT stabilize HCS Hoechst-high %: further read-out of MT stabilize HCS, marked with its call; % Hoechst-high responders; measured here: nuclear condensation Hoechst responders;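 share of cells brighter than vehicle mean plus two SD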
# MT stabilize HCS cytotoxicity %: further read-out of MT stabilize HCS, marked with its call; toxicity, %; measured here: cytotoxicity by cell density;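 0% = mean cell density of plate MIN control wells and 100% = no cells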
# Autophagy HCS cell loss 18 h: recorded beside Autophagy HCS, whose call it bears; toxicity, %; measured here: cell loss, nuclei count;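 cell loss after 18 h compound exposure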
# Active calls of the source: *; i = inactive; x = no result given; + = active, no number; & = joins results of further samples.
# Under each structure – MT stabilize HCS	MT stabilize HCS Hoechst-high %	MT stabilize HCS cytotoxicity %	AID2073	b-catenin transl	b-catenin transl cell count 5 µM	HIV fusion peptide	WT yeast gro inh	WT yeast gro inh mutant strain	Autophagy HCS	Autophagy HCS cell loss 18 h	Dynein transport	Dynein transport cytoplasmic EGFP	Dynein transport nuclear GR-EGFP	Dynein transport cell count	Insulin prom up	Insulin prom up cell count	Yfh1-off respiration
> O=C(CN1CC(c2ccccc2)CC1=O)Nc1cccc(F)c1 (stereo not drawn)
 : 3.9	2.7	7.3	8.6%	1.4	559	1.2%	18.1	-2.3	i	27.4	0.0591	0.0721	1.01	-0.583	0.94	1198	x
> COc1ccc(N2C(=O)NC(=O)/C(=C\c3ccc([N+](=O)[O-])s3)C2=O)cc1
 : 3.8	1.2	17.0	18.2µM*	0.6	1103	56.4%*	18.3	19.8	i	10.9	-7.15*	1.75*	-2.76*	2.79*	-0.32	1265	i
> Cc1n[nH]c(C)c1CCN
 : 3.5	1.6	3.2	10.2%	-1.6	926	2.4%	-4.4	-11.5	i	3.0	-0.21	-0.146	0.245	-0.238	-0.96	1492	i
> N#Cc1c(N2CCNCC2)nc(-c2ccco2)c2c1CCCC2
 : x	x	x	-6.7%	1.7	1096	-2.1%	x	x	x	x	0.874	-0.204	0.0185	0.461	-1.54	1444	i
> CC(=O)Cc1c[nH]c2ccccc12
 : x	x	x	-6.1%	-0.3	1344	0.8%	x	x	x	x	-1.09	-0.0301	-0.201	0.667	0.1	1024	i
> C=C1C/C(=C/C)C(=O)O[C@@H]2CCN3CC=C(COC(=O)[C@]1(C)O)[C@H]23
 : x	x	x	2.0%	0.0	1368	0.0%	x	x	x	x	-0.504	-0.161	0.495	-0.768	0.89	1026	i
> O=c1[nH]c(=O)n(-c2ccccc2)c(O)c1/C=C/C=Nc1ccccc1
 : 3.0	2.7	4.1	-1.8%	-3.3	1188	147.3%	-6.3	-11.9	i	-5.4	0.113	-0.123	0.364	-0.226	0.82	1501	i
> O=c1[nH]c(CN2CC=C(c3ccccc3)CC2)nc2scc(-c3cccs3)c12
 : x	x	x	6.3%	1.5	1112	3.0%	x	x	x	x	-1.06	0.392	-0.36	0.38	0.48	1462	i
> O=c1[nH]c2ccccc2n1C1CCN(CCCC(c2ccc(F)cc2)c2ccc(F)cc2)CC1
 : 3.3	3.0	4.4	-6.6%	-3.6	628	-4.4%	70.0*	-11.4*	i	15.2	0.137	-0.225	0.265	0.298	x	x	i
> COc1ccccc1OCC#CCN1CCCCCC1
 : 4.2	2.1	3.3	5.8%	1.8	885	-0.7%	2.1	12.2	i	-24.9	-0.283	-0.0747	0.0613	0.901	-0.33	1533	i
> CN1C(=O)C(Cc2cccc3ccccc23)C(=O)N(C)C1=O
 : 2.6	2.7	6.1	-14.1%	-1.7	1017	1.3%	7.5	2.2	i	-3.3	-0.93	-0.249	-0.491	0.946	-0.17	1600	i
> CCCCNC(=S)N1CCn2cccc2C1c1cccnc1 (stereo not drawn)
 : 2.3	2.0	9.7	-5.2%	-4.7	1126	0.8%	4.0	-6.3	i	9.0	-0.798	-0.204	-0.695	1.01	0.54	1254	i
> O=c1[nH]c(=O)n(C2CCCCC2)c(O)c1C=NCCCn1ccnc1
 : 6.1	2.8	8.4	9.5%	3.2	1022	0.6%	6.0	1.5	i	10.5	-0.352	-0.16	0.234	-0.0359	x	x	i
> O=CC(Br)P(=O)(N1CCOCC1)N1CCOCC1 (stereo not drawn)
 : x	x	x	11.4%	0.0	1298	0.3%	x	x	x	x	0.204	-0.278	0.512	0.802	0.23	971	i
> O=C1NC(=O)N(Cc2ccc(F)cc2)C(=O)/C1=C/c1cccs1
 : 2.7	2.5	12.0	29.5%	-0.7	504	-3.9%	8.2	1.6	i	-1.5	1.02	-0.239	0.718	-0.484	x	x	i
> Cc1cccc(OP(N)(N)=O)c1C
 : 3.1	1.1	5.2	-6.4%	-1.1	1136	1.7%	-16.7	15.7	i	11.7	2.07	-0.238	2.08	-2.82	0.19	1145	i
> c1ccc2c(CN3CCCCCCC3)c[nH]c2c1
 : 2.4	2.9	4.1	-1.1%	0.0	923	-3.2%	2.7	4.6	i	-14.1	-0.0557	-0.16	0.143	-0.257	-2.24	870	x
> O=C(CN1CCCCC1)NCC(=O)Nc1ccc(Br)cc1C(=O)c1ccccc1
 : 2.6	1.7	5.2	1.7%	-0.5	1365	0.6%	-0.7	0.3	i	18.7	0.375	-0.214	0.753	-0.224	-0.29	1559	i
> CCC(C)N=Cc1c(O)n(-c2ccccc2)c(=O)[nH]c1=O (stereo not drawn)
 : 1.4	1.6	7.8	-5.8%	x	x	0.0%	-14.2	2.4	i	-5.7	-0.448	0.258	0.0884	0.258	-0.63	981	i
> Cc1c(NP(=O)(C(C)(C)C)C(C)(C)C)c(=O)n(-c2ccccc2)n1C
 : 3.4	2.3	6.9	0.8%	0.0	1053	-0.2%	10.3	4.7	i	0.2	-0.481	-0.212	-0.376	1.09	-0.69	1440	i
> CCc1nc2ccccc2c(=O)n1-c1ccc2ccccc2c1
 : 1.4	1.2	0.8	-5.6%	x	x	2.7%	25.1	34.6	i	5.0	-0.72	-0.0845	-0.131	0.184	-0.52	1019	i
> O=[N+]([O-])/C=C1\NCCN1Cc1ccc(Cl)nc1
 : 4.0&2.5	2.2&3.0	3.6&5.8	-1.6%&-0.2%	-1.5	1130	3.4%&-0.8%	-12.4&-6.8	9.4&-11.8	i	3.1&7.7	0.144&-0.303	-0.362&-0.323	0.0888&-0.239	0.292&0.326	-0.05&-0.37	1228&1262	i
> O=C1NC(=O)N(c2ccccc2)C(=O)/C1=C/c1ccc(Sc2ccccc2)o1
 : 1.5	1.4	5.3	35.9µM*	-3.3	1205	23.5%	-0.4	-18.1	i	6.4	-0.555	-0.11	-0.254	0.217	x	x	i
> COc1cc(C(CN)CC(=O)O)ccc1O (stereo not drawn)
 : x	x	x	-7.6%	-0.5	1079	0.5%	x	x	x	x	0.685	-0.12	0.342	-1.41	-0.01	1198	i
> Cc1nn(Cc2ccccc2)c(Cl)c1C(=O)OC(C)C(=O)Nc1ccc(F)cc1Cl (stereo not drawn)
 : 2.1	2.1	11.5	-3.7%	3.6	1002	1.0%	12.2	10.7	i	2.5	0.0358	-0.18	0.24	-0.0191	0.71	1379	i
> CCOc1cc(CNCCc2c[nH]c3ccccc23)cc(Cl)c1OC
 : 2.4	2.4	8.9	-19.0%	-0.1	976	-1.9%	9.7	5.2	i	2.5	-0.514	0.0443	-0.273	0.618	-2.21	1340	i
> c1cncc(C2CCCCN2Cc2ccc3c(c2)OCO3)c1 (stereo not drawn)
 : 4.1	2.2	7.9	-4.6%	-0.3	1067	-0.1%	9.4	0.5	i	-10.3	-0.263	1.62	0.0877	0.782	-0.9	965	i
> CCCNc1nc(OC)nc(N2CC3CC(C2)c2cccc(=O)n2C3)n1 (stereo not drawn)
 : 1.4	2.1	5.5	2.8%	2.3	1064	-0.3%	8.8	20.5	i	-15.8	-0.32	-0.151	-0.522	0.104	-0.56	1213	i
> O=C(c1ccccc1)C1NC1c1ccccc1 (stereo not drawn)
 : x	x	x	-0.5%	-3.1	1253	2.6%	x	x	x	x	-0.522	-0.258	-0.298	0.524	-0.93	1492	i
> CCNCC1(c2ccc(OC)c(OC)c2)CCCC1
 : 2.5	2.0	3.2	0.4%	3.3	1112	7.1%	-6.2	-24.2	i	-11.8	-0.241	-0.216	0.0506	0.678	-0.93	1413	i
> Cc1cc(C(=O)Nc2ccc3c(c2)OCCO3)nn1C(C)(C)C
 : x	x	x	-4.2%	1.4	1379	-2.1%	x	x	x	x	1.38	-0.149	1.27	-1.83	0.39	1028	i
> CC1=[N+]([O-])C2(N)CCc3nonc3C2(O)C1 (stereo not drawn)
 : 3.3	2.2	8.0	30.0%	-3.6	799	-3.6%	4.0	5.5	i	8.3	-1.13	-0.216	-0.25	0.838	0.93	1175	i
> O=C(O)c1cn(Cc2ccccc2)nc1-c1ccccc1
 : 2.3	1.5	0.5	1.6%	-1.3	1139	-1.0%	0.6	9.9	i	4.3	1.06	-0.19	0.913	-0.93	-0.93	1286	i
> O=C(Nc1ccc2ccccc2c1)N1C[C@H]2C[C@@H](C1)c1cccc(=O)n1C2
 : x	x	x	-3.3%	-0.8	1340	-1.9%	x	x	x	x	0.949	-0.254	1.05	-0.445	-0.33	1093	i
> COc1ccccc1-n1c(O)c(C=NCCN2CCNCC2)c(=O)[nH]c1=O
 : 2.9	1.6	13.3	-4.9%	-2.0	1337	-0.8%	1.5	-8.6	i	2.2	0.223	0.0367	0.332	0.927	-0.13	1623	i
> CC(=O)N1N=C2C3CCN(CC3)C2C1c1ccc(F)cc1 (stereo not drawn)
 : 1.7	1.2	1.3	-22.6%	-0.3	1551	-0.2%	3.8	1.0	i	19.6	-0.722	-0.27	-0.375	0.721	0.21	1525	i
> C[n+]1c(-c2ccccc2)cc(-c2ccc(O)cc2)cc1-c1ccccc1
 : 2.6	1.8	11.0	32.3%	0.4	1117	-0.6%	49.0	10.5	i	6.2	-0.489	-0.258	-0.341	-0.296	-1.04	1257	i
> Cc1nn(Cc2ccccc2)c(Cl)c1C(=O)NC1CCCc2ccccc21 (stereo not drawn)
 : 5.6	2.5	0.5	4.1%	0.8	1079	0.9%	29.5	-5.9	+	x	0.0819	-0.269	0.304	-0.0101	0.7	1433	i
> CC(C(N)=O)N1CC(c2ccccc2)CC1=O (stereo not drawn)
 : 3.7	1.6	2.9	-8.9%	0.3	837	-1.6%	-10.3	-24.8	i	7.3	-0.43	-0.451	0.126	1.03	-0.13	1303	i

# This is a subset, so the mix of outcomes need not match the whole.
